Bioassay records from PubChem BioAssay.
HCMV antiviral = qHTS Assay for inhibitors of the human cytomegalovirus (HCMV); HFF cells, HCMV-luciferase reporter, 72 h; active compounds read low; activity change, negative = inhibition, % at 57.5 µM; actives 4.5% (n = 410,000); in the data active means activity change below about -60%; inconclusive means no clear call, values can overlap the other calls; inactive means above about -39%
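Steps: HFFs plated, 16 h 37C; compounds added; HCMV-luciferase added to MOI 1 PFU/cell; 72 h 37C; OneGlo reagent, 5 min room temperature; luminescence read, normalized to controls.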
AMA1-RON2 inh = qHTS for Inhibitors of AMA1-RON; Towards Development of Antimalarial Drug Lead: Primary Screen; Plasmodium falciparum AMA1 (3D7) - RON2 peptide interaction; Potency, µM (series often up to 58.2 µM), for inactives: at the top dose activity change, negative = inhibition, actives largely listed as inhibitors; actives 0.2% (n = 360,000); AID 720542, 2013; AlphaScreen AMA1-biotinylated RON2 peptide binding; active means well fitted inhibition curve with a large enough effect; inconclusive means small, poorly fitted or top-dose-only effect; inactive means no such curve, though single readings can be large or run the other way;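 further: potency means the concentration at half of the fitted maximal effect; 0% = vehicle wells and -100% = peptide control; nearly all actives have a fitted effect of over 45% in size; some results filed as inactive show a strong effect at the top dose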
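AMA1 (3D7) with his tag at 25 nM final met compounds first, then biotinylated RON2 peptide at 25 nM; detection used donor plus acceptor beads, 10 µg/mL apiece, read by AlphaScreen after 30 min at room temperature.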
Starred values were filed as active, the others as inactive; ? = inconclusive; [ ] = remark or other dose. Unless noted, on the % scale 0 is the no-effect control and ±100 the full control effect. An excerpt; count on the stated rates, not on these rows.

SMILES	HCMV antiviral	AMA1-RON2 inh
O=C(O)C1c2ccccc2Cc2ccccc21	22	6%
O=C(NC1CCCC1)N[C@@H]1C=C[C@@H](CC(=O)N2CCOCC2)O[C@@H]1CO	14	1%
CC1=C(C(=O)N(C(C)C)C(C)C)CC(CC(=O)NCC2CCCCC2)C(=O)N1Cc1ccc(F)cc1 (centres undefined)	4	0%
COc1ccc(C2=CC(c3ccc4c(c3)OCO4)c3c(c4ccccc4oc3=O)O2)cc1OC (centres undefined)	19	-7%
O=C(Nc1ccccc1)C1CCOC1=O (centres undefined)	-10	-1%
CCc1ccccc1CC1CN(Cc2ccccc2)Cc2ccccc2N1c1ccc(OC)cc1 (centres undefined)	13	?
O=C(O)c1ccc(C=NN=Cc2ccco2)cc1	-2	0%
CC1=CC(C)(C)NC(=S)N1c1ccc(Cl)cc1	-33	8%
CCCCNC(=O)C1C(c2ccc(C(F)(F)F)cc2)=Nc2ccccc2N1C(=O)c1cccc2ccccc12 (centres undefined)	-21	6%
O=S1(=O)CC(N2CCCCC2)CN1Cc1cn(Cc2cccc(C(F)(F)F)c2)nn1 (centres undefined)	-9	1%
CC(C)c1ccc(/C=c2\sc3n(c2=O)C(N)=C(C#N)C(c2ccc(C(C)C)cc2)C=3C(N)=O)cc1 (centres undefined)	22	-2%
CC(=O)Nc1ccc(S(=O)(=O)NN=Cc2ccc(Cl)c(Cl)c2)cc1	21	3%
Cc1cccc(NS(=O)(=O)c2ccc(S(=O)(=O)N3CCCC3)cc2)c1	-13	11%
CCCCNC(=O)C1C(c2ccc(C(F)(F)F)cc2)=Nc2ccccc2N1C(C)=O (centres undefined)	?	15%
COCCN1C(=O)c2oc3cc(C)c(C)cc3c(=O)c2C1c1cccc(O)c1 (centres undefined)	-30	-13%
Cc1nc(N)sc1-c1csc(Nc2cc(N(C)C)ccc2Cl)n1	-12	56%[activator]
COc1cccc(C(=O)N2CCC[C@@H]2C(=O)N2CCC[C@@H]2C(=O)NCc2ccccc2Cl)c1	-11	3%
C[C@@H]1CCCCO[C@@H](CN(C)S(C)(=O)=O)[C@@H](C)CN([C@H](C)CO)C(=O)c2cc(N(C)C)ccc2O1	37	-4%
CCN(CC(=O)Nc1ccccc1C(F)(F)F)CC(=O)c1[nH]c(C)c(C(C)=O)c1C	-21	32%[activator]
COc1ccccc1-c1ccc2c(c1)C(C)(Cc1ccc(OC(F)(F)F)cc1)C(=O)N2 (centres undefined)	-23	6%
O=C(CSc1nccn1Cc1ccc(F)cc1)NC1CCCCC1	-34	-5%
CCCCN1C[C@H](c2ccc(OC)cc2)[C@@H](CC(=O)Nc2ccc(Br)cc2)C1=O	-4	-2%
COc1ccc(CCN2C(=O)CCC2(C)c2nnnn2Cc2ccccc2)cc1OC (centres undefined)	-26	2%
CN(C)c1ccc(C=C(C#N)C(=O)c2ccccc2)cc1Br	-18	0%
COc1ccc(CNC(=O)Nc2nc(C(N)CCc3ccccc3)cs2)cc1 (centres undefined)	15	38%[activator]
COc1ccccc1N1CCN(C2CCCN(C(=O)c3cc(C(C)C)on3)C2)CC1 (centres undefined)	-4	13%
CCOC(=O)C1(C)CCCN1C(=O)c1ccc(OC)cc1 (centres undefined)	-5	9%
CCCNC(=O)C1(C)CCN(Cc2ccc(Cl)c(Cl)c2)C1 (centres undefined)	-29	0%
CCOC(=O)C1(C)CCN1C(=O)c1cccc(C(F)(F)F)c1 (centres undefined)	8	4%
Cc1cn([C@H]2C[C@H](O)[C@@H](/C=C/C(=O)NCCC(c3ccccc3)c3ccccc3)O2)c(=O)[nH]c1=O	-22	12%
O=c1[nH]c2cccc(Cl)c2c2ccccc12	-14	-5%
CS(=O)(=O)Nc1ccc(-c2cccc3nccn23)cc1	-8	5%
CCOC(=O)[C@@H]1CSCCS(=O)(=O)N1	1	-4%
Nc1ncnc2c1ncn2[C@@H]1O[C@H](C(=O)NCc2ccc3c(c2)OCO3)[C@@H](O)[C@H]1O	2	-2%
CCCN(C)C[C@@H]1Oc2ncc(Br)cc2C(=O)N([C@@H](C)CO)C[C@H]1C	-14	-3%
O=C(NC1CCCC1)C(c1ccccc1)n1c(Cc2cc(F)cc(F)c2)nc2ccccc21 (centres undefined)	-26	-3%

Some of the entries above in a different format:
Order of results – HCMV antiviral, AMA1-RON2 inh
- CCOC(=O)C1(C)CCN1C(=O)c1cccc(C(F)(F)F)c1 (centres undefined)
→ 8, 4%
- Cc1cn([C@H]2C[C@H](O)[C@@H](/C=C/C(=O)NCCC(c3ccccc3)c3ccccc3)O2)c(=O)[nH]c1=O
→ -22, 12%
- O=c1[nH]c2cccc(Cl)c2c2ccccc12
→ -14, -5%
- CS(=O)(=O)Nc1ccc(-c2cccc3nccn23)cc1
→ -8, 5%

Other entries:
SMILES	HCMV antiviral	AMA1-RON2 inh
O=C(Nc1cccc2ccccc12)c1csc([C@@H]2C[C@H](O)[C@@H](CO)O2)n1	1	1%
CC(C)(C)OC(=O)N1CCCC(C(=O)Nc2cccc(C(=O)NC3CC3)c2)C1 (centres undefined)	-15	0%
O=c1[nH]nc(Sc2ccccc2)c(=S)[nH]1	-1	96%[activator]
Cn1cc(CN2CCC(C(=O)NC(c3ccc(-c4ccccc4)cc3)c3cnccn3)CC2)c2ccccc21 (centres undefined)	-11	-23%
COc1ccc(C(C(=O)Nc2c(C)cccc2C)n2c(=O)c(-c3ccco3)nc3ccccc32)cc1 (centres undefined)	-6	-6%
Cc1ccc2nc(-c3ccc(Cl)cc3)c(Cc3cccc(Cl)c3)n2c1	24	-21%
O=C1CC(c2ccccc2)=NO1	-24	-4%
O=C(NNC(=O)c1ccc2ccccc2c1)c1cccc(F)c1	-15	21%
O=C(NCCCc1ccccc1)C1CC1	44	-14%
Nc1nc(N)c(N=O)c(Nc2cccc(Cl)c2)n1	21	41%[activator]
CCN(C(=O)COC(=O)CCOc1ccccc1C)c1c(N)n(Cc2ccccc2)c(=O)[nH]c1=O	0	-9%
O=C(Nc1ccc2c(c1)OCO2)c1cc(C2CCCN(C(=O)CCCc3ccccc3)C2)on1 (centres undefined)	-4	0%
O=C(Nc1ccccc1Cl)c1cc(C2CCCN(C(=O)c3ccc4c(c3)CCO4)C2)on1 (centres undefined)	-24	-1%
CC(C)c1cccc(-c2csc(C(C)(O)c3ccncc3)n2)c1 (centres undefined)	-77*	-4%
CCCCCCCCN1C(=O)[C@H](CC(=O)NCCCCc2ccccc2)C[C@@]2(C(=O)OC)CCCCC=C12	9	2%
O=C(c1ccccc1)N1CCCCC1	-18	-1%
CC1CN(CC(O)c2ccc(Br)cc2)CCO1 (centres undefined)	-20	6%
COc1cc(OC)cc(-c2noc(-c3csc([C@H]4C[C@H](O)[C@@H](CO)O4)n3)n2)c1	114	3%
CC1(c2nc3ccccc3[nH]2)c2ccccc2C(=O)N1Cc1ccccn1 (centres undefined)	9	-4%
O=C(Nc1ccccc1F)C1CCCC1	-11	11%
Cc1cc2nc(-c3cccc(Br)c3)c(CC3CCCCC3)n2c(C)c1Br	-2	2%
COc1cc(CNC(=O)c2cc(-c3cc(Cl)ccc3OC)n[nH]2)cc(OC)c1	-8	-4%
CCCCCn1nnnc1C1(C)CCC(=O)N1Cc1ccco1 (centres undefined)	1	3%
O=Nc1c(-c2ccccc2)n(O)[n+]([O-])c1-c1ccccc1	76	-26%

Another view of some results above:
> Nc1nc(N)c(N=O)c(Nc2cccc(Cl)c2)n1
  HCMV antiviral: 21	AMA1-RON2 inh: 41%[activator]
> CCN(C(=O)COC(=O)CCOc1ccccc1C)c1c(N)n(Cc2ccccc2)c(=O)[nH]c1=O
  HCMV antiviral: 0	AMA1-RON2 inh: -9%
> O=C(Nc1ccc2c(c1)OCO2)c1cc(C2CCCN(C(=O)CCCc3ccccc3)C2)on1 (centres undefined)
  HCMV antiviral: -4	AMA1-RON2 inh: 0%
> O=C(Nc1ccccc1Cl)c1cc(C2CCCN(C(=O)c3ccc4c(c3)CCO4)C2)on1 (centres undefined)
  HCMV antiviral: -24	AMA1-RON2 inh: -1%

Two of these compounds, reformatted.
CC(C)c1cccc(-c2csc(C(C)(O)c3ccncc3)n2)c1 (centres undefined)
  HCMV antiviral = -77*
  AMA1-RON2 inh = -4%
CCCCCn1nnnc1C1(C)CCC(=O)N1Cc1ccco1 (centres undefined)
  HCMV antiviral = 1
  AMA1-RON2 inh = 3%

More structures follow.
SMILES	HCMV antiviral	AMA1-RON2 inh
CC1(Oc2ccccc2-c2ccno2)CCN(Cc2csc3ccccc23)C1 (centres undefined)	-14	-15%
CCCCCCCCN1C(=O)[C@H](CC(=O)NCC23CC4CC(CC(C4)C2)C3)C[C@@]2(C(=O)OCC)CCCC=C12	6	2%
Nc1ccc(Nc2ccncc2)cc1	-13	-11%
Cc1cccc(C(=O)Nc2ccc(NC(=O)c3cccc(C)c3)cc2)c1	-28	20%
COc1ccc(C2C3=C(CCCC3=O)N(CC(=O)O)C3=C2C(=O)CCC3)cc1Br	-5	-13%
C=CCNc1nc2cc(-c3ccccc3OC)sc2c(=O)n1C	149	-1%
NC(=O)c1cccc(-c2ccnc3c2CC(C(=O)Nc2ccccc2)O3)c1 (centres undefined)	-2	-6%
CC(=O)Nc1cccc(-c2cc(NC(C)=O)c3ncc(-c4cccc(C(C)=O)c4)n3c2)c1	12	15%
COc1ccc(C(=O)Nc2ccc3[nH]ccc3c2)cc1	42	-13%
Cc1nc2c(OCc3ccc(F)cc3)cccn2c1N(C)C(=O)CCC1CCCC1	24	5%
C=CCOc1ccc(/C(O)=C2/C(=O)C(=O)N(CCCN3CCOCC3)C2c2ccccc2)cc1 (centres undefined)	2	-1%
O=C(CNC(=O)c1ccc(Cl)cc1)c1ccccc1	28	4%
Cc1ccc(S(=O)(=O)N2C[C@H]3C(=O)C[C@@H](c4ccccc4)N(S(C)(=O)=O)[C@H]3C[C@H]2c2ccccc2)cc1	-95*	-5%
c1ccc(-n2nnnc2-c2cccc3ccccc23)cc1	-29	5%
CC(=O)Nc1cc(-c2ccc(CO)cc2)cn2c(-c3ccc(F)cc3)cnc12	-21	14%
N#CC1c2ccccc2-c2ccccc2N1C(=O)c1ccccc1 (centres undefined)	-10	4%
O=C(c1ccccc1)C(O)(CN1CCCCC1)c1ccccc1 (centres undefined)	9	4%
CC1c2ccccc2-n2nncc2CN1CC1CCCCC1 (centres undefined)	-11	-5%
Cc1ccc(C)c(NC(=O)CN(C)C(=O)c2ccc(COc3ccccc3)cc2)c1	-17	-21%
Cc1ccc(S(=O)(=O)N2CCOCC2)cc1NC(=O)Cn1c(=O)ccn(Cc2ccccc2)c1=O	-22	-9%[11.6 µM]
CC(Oc1ccccc1F)C(=O)NNC(=O)Cc1ccc(S(=O)(=O)N2CCOCC2)s1 (centres undefined)	0	137%[activator]
OC(CCCN1CCCCC1)(c1ccccc1)c1ccc(C(F)(F)F)cc1 (centres undefined)	2	3%
O=[N+]([O-])c1ccc(NN=Cc2ccc3c(c2)OCO3)nc1	78	22%
CC(C)CCN1CCC[C@]2(N[C@H](c3ccc(C(F)(F)F)cc3)[C@@H]3C(=O)N(Cc4ccccc4)C(=O)[C@@H]32)C1=O	4	2%
O=C(Nc1ccc2c(c1)OCCO2)C1c2ccccc2OCC(=O)N1Cc1cccnc1 (centres undefined)	-9	1%
CC(C)C[C@@H](CO)NS(=O)(=O)c1c(F)cccc1F	5	17%
COc1ccccc1Cc1c(-c2ccc(OC)c(OC)c2)nc2c(C)cc(Br)cn12	1	-3%
O=S(=O)(c1ccc(Br)cc1F)N1CCC(O)CC1	6	-2%
COc1cccc2c1N=C1CCCC3CN(C(C)=O)CCC123 (centres undefined)	-20	-9%
COc1cc(-c2cc3nc(NCc4cccc(Cl)c4)ccn3n2)cc(OC)c1OC	154	0%
CC(C)(C)S(=O)(=O)N1Cc2ccc(CO)cc2[C@@H]1CCO	15	-3%
Cc1noc(C)c1NC(=O)N(C)C[C@H]1OCc2cnnn2CCCC(=O)N([C@H](C)CO)C[C@@H]1C	6	10%
Cc1ccc(NC(=O)[C@@H]2O[C@H](CO)[C@@H](O)[C@H]2O)cc1C(F)(F)F	8	0%
CCOC(=O)N(C)c1c(CC)nc2c(OCC(=O)C(C)(C)C)cccn12	13	3%
COc1ccc(Cn2cc(CN3CC(N4CCCCC4)CS3(=O)=O)nn2)cc1 (centres undefined)	-31	0%
Cc1ccc(C(=O)NCCN2CCC(n3c(=O)[nH]c4ccccc43)CC2)cc1	-17	-6%
NC(c1ccccc1)c1csc(Nc2ccc(C(=O)NCCO)cc2)n1 (centres undefined)	-18	76%[activator]
COC(=O)N1CCCCC1c1cc(C(=O)Nc2ccc(OC)cc2C)no1 (centres undefined)	1	0%
C=C1CCN([C@@H](Cc2ccccc2)C(=O)NCc2ccccc2)S(=O)(=O)c2ccccc21	-5	-2%
CN(C)c1ccc(C=Cc2nccc3ccccc23)cc1	8	-48%
COc1ncnc2c1ncn2CCCN(CCCc1ccccc1)CCCn1cnc2c(OC)ncnc21	-11	4%
CCOc1ccccc1C=NNC(=O)c1cccc2ccccc12	11	15%
CC(C)CCNC(=O)C1CC(c2ccccc2[N+](=O)[O-])=NO1 (centres undefined)	56	4%
CCCCNC(=O)C1(C)CCCCN1C(=O)c1c(F)ccc(C)c1F (centres undefined)	8	7%
